# All columns: NCI-60 one-dose screen, growth in % after 48 h at 10 µM unless noted; 100 = growth as untreated, 0 = no growth, -100 = all killed.
# T-47D = T-47D breast cancer. AID 1794792. 79,000 tested, 5% active
# LOX IMVI = LOX IMVI melanoma. AID 1794757. 79,000 tested, 7.4% active
# MDA-MB-231 = MDA-MB-231 breast cancer. 81,000 tested, 5% active
# MCF7 = MCF7 breast cancer; 82,000 tested, 6.3% active; AID 1794796
# HS 578T = HS 578T breast cancer; 78,000 tested, 4.1% active; AID 1794788
# SK-MEL-2 = SK-MEL-2 melanoma; 77,000 tested, 4.7% active
# MALME-3M = MALME-3M melanoma; 78,000 tested, 5.8% active; AID 1794766
# BT-549 = BT-549 breast cancer. 78,000 tested, 4.4% active. AID 1794793
# The depositor's hits bear a star; nt = no result given; & = joins results of further samples; [ ] = another dose, or the depositor's remark. How the source made its calls: active means growth percent below 10; inactive means the rest. Rows are unselected; any-hit rate near 11%.
SMILES,T-47D,LOX IMVI,MDA-MB-231,MCF7,HS 578T,SK-MEL-2,MALME-3M,BT-549
CC(=O)c1ccc(NC(=O)CSc2nc3ccccc3c(=O)n2-c2ccccc2)cc1,91,95,87,88,93,102,102,96
Cc1ccc(S(=O)(=O)c2nc(-c3ccccc3)oc2S(=O)(=O)CC(=O)N2CCCC2)cc1,-70*,-91*,-95*,-41*,20,-51*,-95*,-24*
COc1cccc(/C=C2\COc3ccc(O)cc3C2=O)c1,47,19,50,5.0*,91,104,91,78
C[C@@H]1CC[C@@H]2[C@@H]1[C@H](OC(=O)c1ccc3ccccc3c1)[C@]1(C3CCCCC3)C[C@@H](OC(=O)CO)[C@@]2(C)O1,nt,nt,63,21,-32*,69,100,0.4*
CC1=NN(c2nc(-c3c(O)cc(C)oc3=O)cs2)C(=O)/C1=C\c1ccc(N(C)C)cc1,101,83,101,95,100,104,104,109
Nc1ccc(S(=O)(=O)NCC2CCCCO2)cc1 (stereo unspecified),95,103,89,103,110,125,106,107
CC(=O)c1c(C)n(CCO)c2c1c(C)nc1ccccc12,99,97,93,90,102,115,104,106
Fc1ccc(-c2nc3cc4nc5ccccc5[nH]c4cc3n2)cc1,62,100,93,85,98,90,92,86
S=c1[nH]nc(-c2cc(-c3ccncc3)n(-c3ccccc3)n2)o1,97,93,106,111,89,125,99,107
OC(C[n+]1ccccc1)c1cccs1 (stereo unspecified),50,98,113,97,99,73,105,61
C#C[C@]1(O)CC[C@H]2[C@@H]3CC=C4c5sc(-c6ccc(OC)cc6)nc5CC[C@]4(C)[C@H]3CC[C@@]21C,74,45,72,28,2.9*,54,51,47
C=C(C)[C@@H]1CC[C@]2(c3ncc(C)o3)CC[C@]3(C)[C@H](CC[C@@H]4[C@@](C)(CCC#N)[C@H](C(=C)C)CC[C@]43C)[C@@H]12,-73*[100 µM],-84*[100 µM],-96*[100 µM],-73*[100 µM],-28*[100 µM],-90*[100 µM],-88*[100 µM],-76*[100 µM]
COc1ccccc1N=C(N)Nc1ccccc1OC,95,nt,100,97,nt,104,88,98
C=CCOc1ccccc1/C=N/N1C(=O)CS/C1=N\N=C1/SCC(=O)N1/N=C/c1ccccc1OCC=C,92,94,92,86,97,109,98,78
N#CSCc1cc(Cl)c(CSC#N)cc1Cl,90,31,58,25,82,97,58,40
CC1(C)C=C(C(=O)O)C(C)(C)N1O,92,94,105,105,99,106,101,104
N#C[C@@H]1C2C=CC(O2)[C@H]1C#N,85,92,92,83,100,nt,nt,nt
C=C1C(=O)O[C@H]2[C@H]1CC/C(COC(=O)C(=O)c1c[nH]c3ccc(OC)cc13)=C\CC[C@@]1(C)O[C@@H]21,-55*,-77*,-65*,-30*,2.0*,-61*,-71*,-64*
CCC(=C(c1ccc(OCCN(CC)CC)cc1)c1ccc(OCCN(CC)CC)cc1)c1ccc(Cl)cc1,-55*,-87*,-82*,-73*,-44*,-45*,-81*,62
CN(C)CCn1c2ccccc2c2nc3ccc([N+](=O)[O-])cc3nc21,14,nt,5.5*,12,10,-11*,-14*,12
O=C(CCCCC(=O)Sc1ccccc1)Sc1ccccc1,107&96,103&97,93&95,87&94,107&114,113&106,107&101,109
Cc1ccccc1NC(=O)c1ccc(C(=O)Nc2ccccc2C)cc1,102,94,104,97,104,126,107,102
Nc1cc2nc3ccccc3oc-2cc1=O,70,-11*,60,9.5*,-38*,nt,-46*,-47*
COc1ccc(C2C(C(=O)Nc3cccc(OC)c3)c3ccccc3C(=O)N2C2CCCCC2)cc1 (stereo unspecified),69,80,61,58,72,72,85,90
O=C(O)CCCCCNC(=S)NCCCCCC(=O)O,93,98,114,93,nt,79,101,104
Cc1nn(-c2ccccc2)c(-n2ccnc2)c1/C=N/Nc1nc(-c2ccc(F)cc2)cs1,31,84,80,72,83,98,83,75
COc1cc(/C=C2\C(=O)Nc3cc(Cl)ccc32)ccc1OCc1ccc(F)cc1,94,94,92,57,92,100,93,96
COC(C)c1cc(C(C)(C)C)c(O)c(C(C)(C)C)c1 (stereo unspecified),99,107,97,102,106,100,107,123
O=C(NCc1ccccc1)C1CN(c2ccc(Cl)cc2)N(c2ccc(Cl)cc2)C1=O (stereo unspecified),64,88,91,50,75,86,74,83
C/C(=N\N1C(=O)c2ccccc2NC1c1ccccc1[N+](=O)[O-])c1c(O)cc(C)oc1=O (stereo unspecified),94,100,101,90,106,88,98,119
Cn1c(O)c(N=Nc2nc(-c3cc4cc(Br)ccc4oc3=O)cs2)c2ccccc21,96,98,93,91,96,109,103,99
COc1cc2nc(Cl)nc(NCCO)c2cc1OC,101,98,109,100,104,125,94,112
Cc1nn2c(CCC(=O)c3nc4ccccc4[nH]3)nnc2s1,84,101,89,92,nt,105,96,103
C[C@H]1C[C@@H]2[C@H]([C@@H](O)C[C@@]3(C)[C@H]2CC[C@]3(O)C(=O)CF)[C@@]2(C)C=CC(=O)C=C12,66,101,115,92,111,98,84,59
O=C1NC(=O)c2cc(-c3ccccc3)sc2C1=O,99,93,93,69,94,84,113,95
COc1ccc(NC(=O)Cn2c(/C=C/c3ccc([N+](=O)[O-])cc3)nc3ccccc3c2=O)cc1,56,62,-18*,74,30,79,72,106
CN1C(=O)N(C)C2SC(N/N=C/c3cccs3)=NC21 (stereo unspecified),22,29,27,13,25,9.8*,25,21
O=Cc1ccccc1OCC(=O)O,100,100,104,96,94,122,107,136
CS(=O)(=O)c1ccc(C(=O)N2N=C(c3ccc(F)cc3)CC2c2ccc(F)cc2)cc1 (stereo unspecified),83,104,104,87,98,92,109,95
Cc1cccn2c(C(=O)/C=C/c3ccc(N(C)C)cc3)cc(C(=O)/C=C/c3ccc(N(C)C)cc3)c12,87,116,98,85,96,107,111,97
O=C1OC2CC3CC1C2C3 (stereo unspecified),103&102,97&98,116&117,98&102,110&114,124&113,114&104,120&111
COc1cc(-c2nc(SCCC(C)C)nc(N3CCCCC3)c2C#N)cc(OC)c1OC,84,90,85,91,110,98,97,96
CCN(CC)CCC(C(=O)O)(c1ccccc1)c1ccccc1,78,96,99,92,95,112,90,96
NC(=O)c1ccc[n+]([C@@H]2O[C@H](COP(=O)([O-])OP(=O)(O)OC[C@H]3O[C@@H](n4cnc5c(N)ncnc54)[C@H](O)[C@@H]3O)[C@@H](O)[C@H]2O)c1,114,93,98,102,107,137,115,96
CCC(=C(c1ccc(OCCCN(C)C)cc1)c1ccc(OCCCN(C)C)cc1)c1ccc(Cl)cc1,-67*,-84*,-85*,-79*,-77*,-72*,-80*,-93*

# Record cards (already shown). Order of screens: T-47D | LOX IMVI | MDA-MB-231 | MCF7 | HS 578T | SK-MEL-2 | MALME-3M | BT-549
# CCC(=C(c1ccc(OCCCN(C)C)cc1)c1ccc(OCCCN(C)C)cc1)c1ccc(Cl)cc1 is listed with -67* | -84* | -85* | -79* | -77* | -72* | -80* | -93*
# C[C@H]1C[C@@H]2[C@H]([C@@H](O)C[C@@]3(C)[C@H]2CC[C@]3(O)C(=O)CF)[C@@]2(C)C=CC(=O)C=C12 is listed with 66 | 101 | 115 | 92 | 111 | 98 | 84 | 59
# O=C1NC(=O)c2cc(-c3ccccc3)sc2C1=O is listed with 99 | 93 | 93 | 69 | 94 | 84 | 113 | 95
# COc1cc(-c2nc(SCCC(C)C)nc(N3CCCCC3)c2C#N)cc(OC)c1OC is listed with 84 | 90 | 85 | 91 | 110 | 98 | 97 | 96
# CN1C(=O)N(C)C2SC(N/N=C/c3cccs3)=NC21 (stereo unspecified) is listed with 22 | 29 | 27 | 13 | 25 | 9.8* | 25 | 21

# More records follow.
SMILES,T-47D,LOX IMVI,MDA-MB-231,MCF7,HS 578T,SK-MEL-2,MALME-3M,BT-549
O=C(/C=C\c1cccc(Br)c1)c1ccc(Cl)cc1,87,101,104,58,111,108,98,102
CCCn1nc(C(=O)N2CCCCC2)c2c1CCC(N1CCc3ccccc3C1)C2 (stereo unspecified),95,97,114,95,99,103,101,94
CCOC(=O)C(C)C(C)(O)c1ccccc1 (stereo unspecified),97,94,103,94,98,98,84,105
Cc1ccc2sc(C)cc(=O)c2c1,102,104,111,105,112,100,119,109
O=C(O)/C(=C\c1ccccc1)c1ccccc1,113,112,nt,94,110,111,149,100
O=C(CBr)c1ccc(OC(=O)c2ccccc2)cc1,96,73,107,93,108,111,125,105
CCOc1ccc2nc(-c3cccc(OCC(=O)NC(C)C)c3)nc(Nc3ccc(-c4cn[nH]c4)cc3)c2c1,-25*,-11*,2.7*,-17*,-44*,nt,-66*,-44*
Nc1ccc(Oc2ccccc2)cc1,94,104,97,107,108,93,108,101
O=C(Cn1c[n+](CC(=O)c2ccc(-c3ccccc3)cc2)c2ccccc21)Nc1cccc2cccnc12,11,-45*,-7.8*,13,34,19,8.2*,-9.9*
O=C(CO[N+](=O)[O-])Nc1ccc(C(=O)/C=C/c2ccc3c(c2)OCO3)cc1,83,22,87,26,103,119,116,88
O=C(O)c1ccccc1NCc1ccco1,103,93,104,97,107,nt,108,101
CCOC(=O)C1C(c2ccc3c(c2)OCO3)NC(=S)NC1(O)C(F)(F)F (stereo unspecified),96,100,98,116,97,107,89,105
CC1=C(C(=O)Nc2ccccc2)C(c2ccc3ccccc3c2)n2c(nc3ccccc32)N1 (stereo unspecified),92,9.5*,5.6*,9.9*,40,106,72,93
COc1ccc(C2CC(c3cc(OC)c(OC)c(OC)c3)=NN2C(C)=O)cc1OCC(=O)Nc1nc2ccc(OC(F)(F)F)cc2s1 (stereo unspecified),18,74,64,63,61,75,81,74
CC(=O)O[C@H]1CC[C@]2(C)[C@H]3CC=C4[C@@H]5[C@H](C)[C@@H](C)CC[C@]5(C(=O)NCCNCCNCCN)CC[C@@]4(C)[C@]3(C)CC[C@H]2C1(C)C,64,nt,78,58,95,105,59,94
CCOC(=O)c1ccc(N2C(=O)C(Cl)(c3ccccc3)C2c2ccco2)cc1 (stereo unspecified),30,77,80,62,70,99,87,77
Cc1ccc2nc(C)c(-c3nnc(SCc4ccccc4)o3)n2c1,94,84,70,59,81,104,93,79
CC(C)C[C@H](N)C(=O)N=S(N)(=O)c1cccc(F)c1 (stereo partly specified),94,97,97,89,105,99,94,117
COc1ccc(-n2c(-c3csc(NC(C)=O)n3)n[nH]c2=S)cc1,96,94,116,96,108,102,nt,89
COc1ccc(-c2cc(-c3nnc(SCC(=O)c4ccccc4)o3)c3cc(OC)ccc3n2)cc1,94,101,103,100,83,98,103,100
CC12C=CC(C)(C3C(=O)NC(=O)C31)C1C3C(=O)NC(=O)C3C12 (stereo unspecified),106,98,110,95,125,116,118,102
NC(=S)N1CCOCC1,90,102,114,96,100,102,83,112
Cc1ccc2[nH]c(O)c(N=Nc3nc(Nc4ccccc4)nc(Nc4ccc(S(N)(=O)=O)cc4)n3)c2c1,47,46,87,48,92,86,78,80
O=S(=O)(O)CCc1ccncc1,104,88,115,102,105,124,112,nt
COc1ccc(C2C=C(C)N=C3SC=NN32)cc1 (stereo unspecified),103,99,109,102,99,102,nt,108
OC(c1ccccc1)(c1ccccc1)C1CC1c1ccncc1 (stereo unspecified),85,96,97,96,100,109,113,105
COc1cc(C2c3cc4c(cc3C(OC(=O)C[n+]3ccccc3)C3COC(=O)C23)OCO4)cc(OC)c1OC (stereo unspecified),95,13,-2.9*,9.2*,35,34,59,20
Nc1ccc(O)c(S(=O)(=O)O)c1,113,99,110,92,102,103,103,110
CCCCCCCCCCCCCCC(=O)c1ccccc1,101,107,111,106,120,109,153,117
Nc1cc(=O)n(Cc2ccco2)c(=S)[nH]1,102,96,106,94,105,104,111,110
C/C(=C\CCc1ccoc1C)CC/C=C(\C)CCCO,79,nt,108,102,101,nt,94,99
COc1ccc(C23CCC(=O)N2CCc2cncn23)cc1 (stereo unspecified),99,99,122,101,107,112,111,106
O=C1c2cccc3cccc(c23)C(=O)N1CCCN[C@H]1CCC[C@@H]1NCCCN1C(=O)c2cccc3cccc(c23)C1=O,93,92,115,97,99,nt,88,93
CN1CSC(=S)N(Cc2ccccc2)C1,43,11,91,33,108,73,99,80
CCOC(=O)c1nnn(Cc2cc(=O)oc3ccc(OC)cc23)c1C,90,102,96,97,90,104,107,109
N#Cc1cccc(-c2nc3ccccn3c2NCCN2CCOCC2)c1,nt,93,95,90,96,100,108,93
COc1ccc(C2c3sc4c(C)cccc4c3Oc3nc(CC(=O)Nc4ccccc4)[nH]c(=O)c32)cc1 (stereo unspecified),84,48,70,56,88,93,98,nt
O=C(Nc1cc(C(F)(F)F)cc(C(F)(F)F)c1)Nc1ccccc1B(F)F,104,93,84,73,94,97,93,82
CC(=O)CSc1ncnc2nc[nH]c12,82,42,88,75,116,95,93,102
Cc1ccc(CCO)c(C)c1,96,97,125,112,143,117,134,110
OC1C(O)C(O)C(O)C(O)C1O (stereo unspecified),106&104,105&101,109&106,101&97,105&115,108&102,114&102,98&98
CCc1c(C)c2cc3c(c(C)c2oc1=O)OCC(c1ccc(OC)cc1)=N3,94,99,101,94,108,88,91,107

# Reformatted as labelled records: four of the compounds above.
CCOC(=O)c1nnn(Cc2cc(=O)oc3ccc(OC)cc23)c1C
  T-47D = 90	LOX IMVI = 102	MDA-MB-231 = 96	MCF7 = 97	HS 578T = 90	SK-MEL-2 = 104	MALME-3M = 107	BT-549 = 109

N#Cc1cccc(-c2nc3ccccn3c2NCCN2CCOCC2)c1
  T-47D = nt	LOX IMVI = 93	MDA-MB-231 = 95	MCF7 = 90	HS 578T = 96	SK-MEL-2 = 100	MALME-3M = 108	BT-549 = 93

COc1ccc(C2c3sc4c(C)cccc4c3Oc3nc(CC(=O)Nc4ccccc4)[nH]c(=O)c32)cc1 (stereo unspecified)
  T-47D = 84	LOX IMVI = 48	MDA-MB-231 = 70	MCF7 = 56	HS 578T = 88	SK-MEL-2 = 93	MALME-3M = 98	BT-549 = nt

O=C(Nc1cc(C(F)(F)F)cc(C(F)(F)F)c1)Nc1ccccc1B(F)F
  T-47D = 104	LOX IMVI = 93	MDA-MB-231 = 84	MCF7 = 73	HS 578T = 94	SK-MEL-2 = 97	MALME-3M = 93	BT-549 = 82
